mIDH1 inhibitor: blocks human mutant IDH1 R132H enzyme; O75874; IDH1-R132H enzyme, NADPH consumption, diaphorase/resazurin fluorescence; Potency, µM (series often up to 76.6 µM), for inactives: top-dose activity change, negative = inhibition, hits mostly inhibitors; hit rate 0.093% among 390,000; note: % is set by controls: 0 for no effect and ±100 for the full control effect; nearly all actives have a fitted effect of over 65% in size
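IDH1-R132H (0.5 ug/mL) preincubated 30 min with compound, then NADPH (0.016 mM) and alpha-KG (2 mM) added; 80 min at RT, pH 7.5. Remaining NADPH coupled via diaphorase/resazurin to fluorescence (540/590 nm); concentration-response curves normalized to no-enzyme control.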
Vif-APOBEC3F blk: Vif-A3F binding inhibition | HeLa A3F-eYFP + Vif (tagged APOBEC3F with the HIV-1 protein that degrades it), YFP fluorescence increase | Potency, µM (doses to about 46.1 µM), inactives show at the top dose activity, negative = active | hit rate 0.2% among 390,000; note: % of control where 0% means no effect; nearly all actives have a fitted effect of over 65% in size
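Fluorescence increase (Ex 488/Em 500-530) after overnight compound treatment at 37 deg C flags inhibition of Vif-driven A3F-eYFP loss in stable HeLa A3F-eYFP/Vif cells seeded overnight beforehand.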
rTrxR1 inhibitor: rat TrxR1 inhibition; recombinant rTrxR1, NADPH fluorescence consumption, selenite substrate; O89049; hit rate 1% among 390,000; Potency, µM (titrated, usually from 114 µM), without a hit: at the highest dose activity change, negative = inhibition, actives largely listed as inhibitors; note: % is set by controls: 0 for no effect and ±100 for the full control effect; nearly all actives have a fitted effect of over 65% in size
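Rat TrxR1 (90 nM in the dispensed reagent) was pre-reduced with 400 uM NADPH for 5 min at room temperature, then incubated with compound for 15 min. After 400 uM selenite was added, NADPH fluorescence (Ex 340/Em 450 nm) was followed for 8 min.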
Vif-APOBEC3G blk: blocks the Vif interaction with human APOBEC3G; HeLa A3G-eYFP + Vif (tagged APOBEC3G with the HIV-1 protein that degrades it), YFP fluorescence, overnight; Potency, µM (top dose mostly 46.1 µM), for the others: at the top dose activity, negative = active, hits mostly inhibitors; hit rate 0.076% among 410,000;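 note: % is set by controls: 0 for no effect and ±100 for the full control effect; nearly all actives have a fitted effect of over 60% in size; hits raise eYFP signal because A3G escapes Vif-driven loss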
Target sequence (Q9HC16 whole entry, looked up): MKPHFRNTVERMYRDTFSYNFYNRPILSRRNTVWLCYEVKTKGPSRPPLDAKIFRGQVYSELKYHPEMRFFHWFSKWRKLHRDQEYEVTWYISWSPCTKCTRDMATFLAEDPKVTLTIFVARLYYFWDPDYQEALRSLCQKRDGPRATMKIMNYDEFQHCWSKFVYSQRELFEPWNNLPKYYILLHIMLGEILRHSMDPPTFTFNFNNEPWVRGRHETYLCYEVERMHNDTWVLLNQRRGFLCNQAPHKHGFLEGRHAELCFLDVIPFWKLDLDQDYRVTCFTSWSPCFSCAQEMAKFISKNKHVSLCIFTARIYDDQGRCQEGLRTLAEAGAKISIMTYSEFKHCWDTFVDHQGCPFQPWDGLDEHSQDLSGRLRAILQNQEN
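HeLa cells stably expressing Vif and C-terminally eYFP-tagged A3G, seeded overnight at 37 deg C, then exposed to compound by pintool overnight at 37 deg C. Rise in yellow fluorescence (Ex 488/Em 500-530, Acumen) marks blocked Vif-driven A3G degradation.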
USP1-UAF1 inh: inhibitors of human USP1/UAF1 deubiquitinase | hit rate 0.23% among 390,000 | Potency, µM (highest dose often 57.1 µM), without a hit: top-dose activity change, negative = inhibition, most hits filed as inhibitors | AID 743255 | recombinant USP1/UAF1, Ub-Rhodamine cleavage fluorescence; note: % is set by controls: 0 for no effect and ±100 for the full control effect; nearly all actives have a fitted effect of over 60% in size; inactives centre near -12
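Step one: compound is pinned into 1nM USP1/UAF1 in HEPES pH 7.8 buffer with TCEP. Step two: 15 min room-temperature incubation. Step three: Ub-Rho (150nM final) starts cleavage, tracked by fluorescence over six one-minute reads.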
TrxR1 substrate: substrates of rat thioredoxin reductase 1; Potency, µM (series often up to 114 µM), without a hit: at the top dose activity change, negative = substrate turnover; hit rate 0.01% among 390,000; purified TrxR1 substrate turnover, NADPH consumption readout; O89049; note: % is set by controls: 0 for no effect and ±100 for the full control effect; nearly all actives have a fitted effect of over 50% in size
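Rat TrxR1, dispensed at 90 nM, was prereduced with 400 uM NADPH (final) for 5 min at ~22 deg C, then incubated with compound 15 min before 400 uM selenite. A first-read NADPH fluorescence drop versus no-compound background flagged substrates.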
RXFP1 agonist: RXFP1 (human) receptor agonism | Potency, µM (highest dose often 57.5 µM), for the others: at the top dose activation, actives largely listed as activators | HEK293T-RXFP1 cAMP TR-FRET, 30 min; response scale: percent of porcine relaxin response, buffer zero | AID 2676 | hit rate 0.3% among 370,000; note: % is set by controls: 0 for no effect and ±100 for the full control effect; nearly all actives have a fitted effect of over 60% in size; many of its hits are not listed in these tables
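HEK293T cells stably expressing RXFP1 were pretreated with the PDE4 inhibitor Ro 20174, exposed to compounds for 30 min at 37C, lysed, and cAMP was read by TR-FRET. Data normalized to buffer (basal) and 29 nM porcine relaxin (100%).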
RGS4 inh: human RGS4 inhibition. Transcreener GDP fluorescence polarization, RGS4-accelerated GTP hydrolysis. Potency, µM (titrated, usually from 114 µM), for the others: at the highest dose activity change, negative = inhibition, actives largely listed as inhibitors. hit rate 0.039% among 390,000; note: % is set by controls: 0 for no effect and ±100 for the full control effect; nearly all actives have a fitted effect of over 75% in size; some results filed as inactive show a strong effect at the top dose
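MLSMR compounds (23 nl, pin-transferred) preincubated 10 min at room temperature with a 500nM (2x) first reagent, then RGS4 at 900nM (2x) plus Transcreener GDP mix added; fluorescence polarization (620/688 nm) read before and after 90 min at 30 °C.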
12-LOX inh: blocks human arachidonate 12S-lipoxygenase; purified 12hLO, xylenol orange hydroperoxide absorbance; AID 1671190; hit rate 1.1% among 580,000; Potency, µM (series often up to 108 µM), inactives show at the highest dose activity change, negative = inhibition, actives largely listed as inhibitors; note: % is set by controls: 0 for no effect and ±100 for the full control effect
Target sequence (P18054 whole entry, looked up): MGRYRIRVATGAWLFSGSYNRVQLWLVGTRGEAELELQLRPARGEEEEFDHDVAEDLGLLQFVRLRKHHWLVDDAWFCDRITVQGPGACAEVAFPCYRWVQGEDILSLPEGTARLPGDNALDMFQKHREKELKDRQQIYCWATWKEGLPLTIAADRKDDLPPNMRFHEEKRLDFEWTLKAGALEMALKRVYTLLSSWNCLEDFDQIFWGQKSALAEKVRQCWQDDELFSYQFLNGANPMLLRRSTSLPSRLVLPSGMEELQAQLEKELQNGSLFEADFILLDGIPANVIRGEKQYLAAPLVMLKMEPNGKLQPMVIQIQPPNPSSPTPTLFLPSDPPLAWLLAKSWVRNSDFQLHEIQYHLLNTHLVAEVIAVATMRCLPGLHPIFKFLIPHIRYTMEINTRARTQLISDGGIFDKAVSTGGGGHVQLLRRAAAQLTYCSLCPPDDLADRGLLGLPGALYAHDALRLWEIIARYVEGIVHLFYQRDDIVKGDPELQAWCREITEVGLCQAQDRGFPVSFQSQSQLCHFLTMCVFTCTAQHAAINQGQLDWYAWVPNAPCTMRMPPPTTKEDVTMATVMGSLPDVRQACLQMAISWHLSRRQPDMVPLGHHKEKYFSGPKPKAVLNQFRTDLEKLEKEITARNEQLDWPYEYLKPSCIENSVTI
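Purified human 12hLO (150 nM final) in 25 mM Hepes, 0.01% Triton X-100, pH 7.0 was preincubated 15 min at room temperature with compound. Then 40 uM arachidonic acid was added, 30 min. Hydroperoxide was read by Fe-XO absorbance ratio 573/405 nm.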
Active calls of the source: *; i = inactive; ? = inconclusive; · = no result given; [ ] = remark or other dose. Calls come from the whole dose curve; as a rule, active = well fitted curve in the direction sought with a large enough effect; inconclusive = small, poorly fitted or top-dose-only effect, or another doubt; inactive = no such curve, though single readings can be large; an effect the other way counts as inactive or inconclusive. Potency is the fitted concentration of half-maximal effect.

Order of results: mIDH1 inhibitor | Vif-APOBEC3F blk | rTrxR1 inhibitor | Vif-APOBEC3G blk | USP1-UAF1 inh | TrxR1 substrate | RXFP1 agonist | RGS4 inh | 12-LOX inh
1. CN(C)/C=C/C(=O)/C=C/c1ccc(Cl)cc1
  0.0% | -10.0% | -13.2%[57.1 µM] | -7.6% | -8.8% | -9.7%[57.1 µM] | -0.8% | ? | ?
2. Fc1ccc(CNC(=S)Nc2ccc(Cl)cc2Cl)cc1
  2.1% | 4.0% | -6.5% | 2.2% | -13.0% | -4.2% | 2.5% | -10.7% | -4.7%
3. CCCN(CCC(=O)Nc1cc(OC)cc(OC)c1)CC1CC1
  1.9% | -5.5% | 0.0%[57.1 µM] | 0.8% | -12.2% | 9.5%[57.1 µM] | 2.2% | 16.4% | ?
4. Cc1ccc(-c2c3c(nc4sc(C(N)=O)c(N)c24)CCCC3)o1
  -10.1% | 2.3% | -31.4% | -17.3% | -5.5% | -8.0% | 4.2% | -50.8% | -21.9%
5. COCc1nnc(NC(=O)CS(=O)(=O)c2ccc(C)cc2)s1
  3.3% | -8.4% | 19.8%[57.1 µM] | 0.2% | -12.8% | 3.1%[57.1 µM] | -4.3% | -29.4% | -4.3%
6. O=C(CC1SC(=Nc2ccccc2)N(CCCCO)C1=O)NCc1ccccc1 (configuration not stated)
  8.3% | 0.0% | 8.0% | -3.4% | -25.2% | -0.7% | 0.3% | -4.1% | 265.3%[activator]
7. CCOc1ccc(C(=O)N2CCN(c3cccc(C)c3C)CC2)cc1
  2.0% | 0.3% | -17.6% | 3.1% | -21.8% | -10.3% | 2.9% | 17.2% | -1.2%
8. CCc1ccccc1NC(=O)CNCC(=O)Nc1ccccc1CC
  -9.6% | -3.8% | 2.9%[57.1 µM] | 0.3% | -4.6% | -2.1%[57.1 µM] | -2.8% | 2.4% | ?
9. COC(=O)CCCCCCCCC(O)C[N+]1(C)CCOCC1 (configuration not stated)
  2.9% | -12.6% | 8.5%[57.1 µM] | -0.4% | 1.5% | 3.5%[57.1 µM] | 1.4% | -13.0% | 27.9%
10. Cc1ccc(C(=O)NCC(C)(C)O)cc1
  -1.5% | 0.4% | 30.7%[activator] | -0.9% | -18.3% | 9.5% | -0.6% | 13.2% | -5.3%
11. COc1ccc(C)cc1NC(=O)C(Sc1nnc2ccccn12)c1ccccc1 (configuration not stated)
  13.3% | -10.5% | 17.4% | 1.2% | -10.8% | 6.8% | 0.7% | 9.7% | -1.3%
12. CCNC(=O)C1CC(=O)N(Cc2ccc3c(c2)OCO3)C(=Nc2ccc(F)cc2)S1 (configuration not stated)
  13.0% | -9.8% | -5.8% | 1.5% | 14.9% | 2.1% | 0.6% | 20.2% | 18.4%
13. CCN(CC1CCCN(CCc2cccc(OC)c2)C1)C(=O)c1ccc(COC)o1 (configuration not stated)
  3.1% | -8.4% | 19.4% | 4.2% | -25.2% | 2.3% | 3.2% | 13.8% | -3.6%
14. O=[N+]([O-])c1ccc(COc2ccc(CN3CCCCC3)cc2)cc1
  -0.3% | 2.4% | 5.1% | 2.9% | -18.9% | -1.3% | · | 0.3% | -8.1%
15. Cc1nc2nc(-c3ccccc3)[nH]n2c(=O)c1C
  14.4% | -3.1% | 15.7% | -9.0% | -3.3% | 19.5%[57.1 µM] | 0.2% | 17.9% | 13.2%
16. Cn1c(=O)[nH]c(=O)c2c1nc(N1CCNCC1)n2Cc1ccccc1
  3.4% | -2.0% | -39.7% | 0.2% | -8.5% | 7.5%[57.1 µM] | 0.1% | -20.4% | 36.4%[activator]
17. COCCn1c(SCc2cc(C(C)=O)ccc2OC)nc2cc(Cl)ccc2c1=O
  10.6% | 4.5% | -11.9% | 0.9% | -20.7% | -2.0% | 4.9% | 19.3% | -5.0%
18. O=C(Nc1c2c(nn1-c1ccc(F)cc1)CS(=O)(=O)C2)C12CC3CC(CC(C3)C1)C2
  3.2% | 1.2% | 8.2% | -0.2% | -5.4% | 6.2% | -1.6% | -16.6% | -5.1%
19. C=C(C)C1CC=C(C)/C(=N/NC(=O)COc2cccc3ccccc23)C1 (configuration not stated)
  5.5% | -20.5% | 22.9% | -0.6% | -10.6% | 5.1% | -0.4% | 0.9% | -9.1%
20. Clc1ccc(CNCc2cccs2)c(Cl)c1
  9.4% | -16.2% | -0.1% | 0.3% | -19.7% | -3.3% | 2.8% | -1.8% | 0.9%

New compounds follow
Order of results: mIDH1 inhibitor | Vif-APOBEC3F blk | rTrxR1 inhibitor | Vif-APOBEC3G blk | USP1-UAF1 inh | TrxR1 substrate | RXFP1 agonist | RGS4 inh | 12-LOX inh
21. CCN(CC)C(=O)c1ccc(-c2cccs2)s1
  2.8% | 12.1% | -15.8%[57.1 µM] | -2.1% | 6.4% | 6.7%[57.1 µM] | 2.4% | 1.1% | 25.4%
22. Cc1ccccc1N(CC(=O)Nc1ccc(F)cc1)S(C)(=O)=O
  5.5% | -14.1% | 2.9% | -3.5% | -15.4% | 0.5% | 0.4% | -44.7% | -11.4%
23. COC(=O)C1=C(C)N(Cc2ccccc2)C(=NCCCOC(C)C)N[C@H]1c1ccccc1
  4.5% | -0.6% | -1.1% | 2.1% | ? | -2.5% | · | -29.2% | ?
24. Cc1ccccc1C(=O)NC(=S)NC1CCS(=O)(=O)C1 (configuration not stated)
  5.5% | 4.4% | 5.5% | -10.2% | -13.9% | -5.4% | 0.7% | -2.7% | -0.7%
25. Cc1ccc(C(c2nnnn2CC2CCCO2)N2CCN(Cc3ccccc3)CC2)cc1 (configuration not stated)
  -2.6% | 0.4% | 13.2%[11.4 µM] | -4.1% | -25.0% | 10.0% | 3.1% | -22.1% | 0.8%
26. C#CCN(C[C@@H]1[C@@H](OC(=O)NCC2CCCCC2)[C@@H](OC(=O)NCC2CCCCC2)Cn2c(=O)n(CCCCCC)c(=O)n21)S(=O)(=O)c1ccc(C)cc1
  7.3% | 1.2% | · | -3.2% | -23.8% | · | · | · | ?
27. COc1ccccc1NC(=O)CN1CCN(CC(=O)Nc2ccc(F)cc2F)CC1
  0.0% | 9.1% | 16.0% | -0.9% | -13.0% | 2.1% | 2.3% | 22.0%[56.9 µM] | 7.8%
28. N#Cc1ccc(-c2cccnc2)nc1SCC(N)=O
  9.2% | 5.6% | 6.3% | 3.4% | -15.8% | 22.8% | -0.7% | 11.0% | 0.0%
29. CCOc1ccc2nc(NC(=O)NC3CCCCC3)sc2c1
  5.0% | -1.3% | 40.6%[activator][57.1 µM] | 0.1% | ? | 5.2%[57.1 µM] | -1.5% | 8.4% | i
30. COc1cccc(OC2OC3COC(C)(C)OC3C(O)C2NC(C)=O)c1 (configuration not stated)
  0.0% | -1.2% | 24.7% | 1.0% | -15.1% | 7.0% | -1.5% | -1.9% | -9.4%
31. CNC(=O)c1c(NC(=O)C(C)C)sc2c1CCC2
  12.1% | 4.4% | -5.3% | 0.7% | -4.9% | 2.6% | 0.4% | -10.9% | 44.4%[activator]
32. CC(C)(CN1CCN(Cc2ccccc2)CC1)NS(=O)(=O)c1ccccc1
  5.9% | 11.2% | 10.4% | -0.4% | -13.9% | 6.3% | 2.2% | -9.5% | 0.0%
33. CCC1([N+](=O)[O-])COC(c2ccc(Cl)cc2)OC1 (configuration not stated)
  4.4% | 6.5% | ? | 3.4% | -19.4% | 7.2% | · | 0.0% | ?
34. CSc1ccn(CCC(=O)O)c(=O)n1
  0.5% | 3.9% | 10.0% | 4.4% | -17.3% | 7.7% | 2.1% | 2.1% | -2.6%
35. Cc1ccnc(SCCn2c(N3CCN(C)CC3)nc3c2c(=O)n(C)c(=O)n3C)n1
  -6.7% | 1.0% | 23.9% | 1.0% | -19.8% | 3.2% | 11.5% | 4.3% | 0.0%
36. O=C(NCc1ccco1)c1cc(C(=O)C2CC2)c[nH]1
  -2.1% | -4.7% | -8.7% | 0.0% | -21.3% | -8.5% | 2.2% | 0.1% | 0.0%
37. CSc1ccc(CCNC(=O)C2=C(C)C(=O)OC23CCCCC3)cc1
  · | · | 17.5% | · | 6.5% | -2.8% | 1.1% | 3.2% | -30.0%
38. Cc1ccccc1NC(=S)N(CCN(C)C)C(C)c1ccco1 (configuration not stated)
  7.3% | 0.3% | 9.5% | -0.3% | -23.3% | 6.3% | 6.1% | -1.7% | 25.0%
39. CCCC12CN3CC(C)(CN(C1)C31C(=O)Nc3ccc(C)cc31)C2=O (configuration not stated)
  3.9% | -9.1% | 5.5% | -4.2% | ? | 10.4% | -0.2% | -8.7% | 10.5%
40. O=C1CCCC(O)=C1N=Nc1ccc2c(c1)OCO2
  -2.5% | 2.9% | -15.7%[57.1 µM] | -0.2% | ? | -9.4%[57.1 µM] | -0.7% | 3.9% | -27.0%
41. c1ccc(-c2noc(-c3ccco3)n2)nc1
  -4.3% | -0.4% | -3.9% | -5.5% | 1.8% | -2.2% | 2.0% | -17.8%[11.4 µM] | 20.4%[57.4 µM]
42. C=CCc1cc(Cl)ccc1OCCNCCN1CCOCC1
  6.5% | 5.2% | 27.4%[57.1 µM] | 0.3% | -9.1% | 5.6%[57.1 µM] | -1.2% | -3.5% | -21.0%

Some of the compounds tested; the hit share may differ from the screen's.
